# Assay outcomes (PubChem)
# TrxR1 substrate – is turned over as a substrate by rat TrxR1; purified TrxR1 substrate turnover, NADPH consumption readout; Potency, µM (top dose mostly 114 µM), without a hit: top-dose activity change, negative = substrate turnover; 0.01% of 390,000 active; note: potency is the fitted concentration of half-maximal effect; % is set by controls: 0 for no effect and ±100 for the full control effect; nearly all actives have a fitted effect of over 50% in size
# Target sequence (O89049 whole entry, looked up): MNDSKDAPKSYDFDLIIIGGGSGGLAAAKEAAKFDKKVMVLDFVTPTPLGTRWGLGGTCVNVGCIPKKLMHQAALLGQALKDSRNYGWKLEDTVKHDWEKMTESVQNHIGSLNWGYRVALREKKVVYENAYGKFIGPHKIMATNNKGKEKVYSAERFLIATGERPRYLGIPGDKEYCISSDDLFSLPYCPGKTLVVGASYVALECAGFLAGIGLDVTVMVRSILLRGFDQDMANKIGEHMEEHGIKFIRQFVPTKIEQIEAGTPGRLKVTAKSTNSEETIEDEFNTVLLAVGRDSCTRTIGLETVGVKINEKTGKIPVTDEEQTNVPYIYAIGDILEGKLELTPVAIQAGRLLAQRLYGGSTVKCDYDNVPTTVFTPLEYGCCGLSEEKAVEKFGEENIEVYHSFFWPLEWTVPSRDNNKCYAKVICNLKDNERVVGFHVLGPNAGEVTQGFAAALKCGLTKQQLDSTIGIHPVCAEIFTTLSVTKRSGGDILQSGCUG
#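 Rat TrxR1, dispensed at 90 nM, was prereduced with 400 uM NADPH (final) for 5 min at ~22 deg C, then incubated with compound 15 min before 400 uM selenite. A first-read NADPH fluorescence drop versus no-compound background flagged substrates.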
# USP1-UAF1 inh – USP1/UAF1 (human) deubiquitinase inhibition | O94782 | recombinant USP1/UAF1, Ub-Rhodamine cleavage fluorescence | Potency, µM (series often up to 57.1 µM), for the others: at the top dose activity change, negative = inhibition, most hits filed as inhibitors | 0.23% of 390,000 active; note: potency is the fitted concentration of half-maximal effect; % is set by controls: 0 for no effect and ±100 for the full control effect; nearly all actives have a fitted effect of over 60% in size; inactives centre near -12
#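 Step one: compound is pinned into 1nM USP1/UAF1 in HEPES pH 7.8 buffer with TCEP. Step two: 15 min room-temperature incubation. Step three: Ub-Rho (150nM final) starts cleavage, tracked by fluorescence over six one-minute reads.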
# D2 agonist – D2 dopamine receptor (human) agonism | P14416 | HEK293 T-REx D2 cells, calcium flux agonist mode | activation, % at 2 µM | 0.53% of 340,000 active | AID 485358;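 active = activation over 3 SD above normal in the single-dose calcium agonist read, cut at about 30% in these data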; note: 0% is about no effect
# Target sequence (P14416 whole entry, looked up): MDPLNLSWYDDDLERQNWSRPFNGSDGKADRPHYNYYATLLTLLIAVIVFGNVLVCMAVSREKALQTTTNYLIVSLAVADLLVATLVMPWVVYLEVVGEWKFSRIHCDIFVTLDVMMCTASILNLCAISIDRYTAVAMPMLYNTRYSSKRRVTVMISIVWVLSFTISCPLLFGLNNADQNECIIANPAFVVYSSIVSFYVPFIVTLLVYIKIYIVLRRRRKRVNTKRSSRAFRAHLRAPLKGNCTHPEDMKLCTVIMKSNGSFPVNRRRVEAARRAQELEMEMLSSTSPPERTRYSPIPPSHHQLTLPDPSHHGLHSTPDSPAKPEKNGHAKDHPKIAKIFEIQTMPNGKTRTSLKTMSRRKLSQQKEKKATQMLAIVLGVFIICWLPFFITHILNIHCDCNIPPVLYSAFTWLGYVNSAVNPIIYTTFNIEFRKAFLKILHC
#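 In this primary screen, compounds producing a positive calcium signal within 180 s of addition to tetracycline-induced, force-coupled HEK293 Trex D2 cells are flagged; cells are dye-loaded with a no-wash calcium kit beforehand.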
# TRHR agonist – activates the human TRH receptor; P34981; TRHR cells, calcium flux fluo-8, FDSS agonist mode; activation, % at 2 µM; 0.18% of 360,000 active; AID 493084; in the data active = activation above about 30%; note: 0% is about no effect
#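 Steps: seed TRHR cells overnight; add fluo-8 no-wash Ca dye, RT 30 min–1.5 h; record 10 s baseline; pin-transfer compounds; monitor fluorescence 1 cycle/s for the agonist window. Calcium increases flag candidate agonists.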
# TRHR PAM – TRH receptor (human) allosteric enhancement; P34981; TRHR cells, fluo-8 calcium fluorescence, EC20 TRH enhancement; enhancement, % at 2 µM; 0.66% of 360,000 active; AID 493056; in the data active = enhancement above about 30%; note: 0% is about no effect
#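 TRHR-expressing cells loaded with fluo-8 calcium dye were read kinetically (ex 480/em 530) during compound addition, then stimulated with an EC20 of TRH (10 nM final). Enhancement of the Gq-mediated intracellular calcium response was scored.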
# PI4K2A inh – inhibitors of human PI4K2A. Q9BTU6. purified PI4K2A, ADP-Glo luminescence, 1 h; stronger effect = lower value. activity change, negative = inhibition, % at 76.9 µM. 0.13% of 420,000 active. AID 1346378; in the data active = activity change below about -50%; inconclusive = mostly about -30% to -49%;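 note: -100% = wells without enzyme as full effect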
#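 Compounds are screened against recombinant PI4K2A using PI as substrate and ATP, the latter dispensed at 300 microM. Reactions run one hour at ambient temperature before ADP-Glo detection; full inhibition defined by wells lacking enzyme.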
# rTrxR1 inhibitor – inhibitors of rat thioredoxin reductase 1; O89049; recombinant rTrxR1, NADPH fluorescence consumption, selenite substrate; Potency, µM (series often up to 114 µM), without a hit: top-dose activity change, negative = inhibition, usual class: inhibitors; 1% of 390,000 active; note: potency is the fitted concentration of half-maximal effect; % is set by controls: 0 for no effect and ±100 for the full control effect; nearly all actives have a fitted effect of over 65% in size
#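 Rat TrxR1 (90 nM in the dispensed reagent) was pre-reduced with 400 uM NADPH for 5 min at room temperature, then incubated with compound for 15 min. After 400 uM selenite was added, NADPH fluorescence (Ex 340/Em 450 nm) was followed for 8 min.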
# mIDH1 inhibitor – blocks human mutant IDH1 R132H enzyme; O75874; IDH1-R132H enzyme, NADPH consumption, diaphorase/resazurin fluorescence; Potency, µM (highest dose often 76.6 µM), for the others: at the highest dose activity change, negative = inhibition, hits mostly inhibitors; 0.093% of 390,000 active; note: potency is the fitted concentration of half-maximal effect; % is set by controls: 0 for no effect and ±100 for the full control effect; nearly all actives have a fitted effect of over 65% in size
#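 IDH1-R132H (0.5 ug/mL dispensed) in pH 7.5 Tris buffer was preincubated 30 min with compound, then given a substrate mix of 0.016 mM NADPH and 2 mM alpha-KG for 80 min at room temperature; remaining NADPH was read by diaphorase/resazurin fluorescence.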
# D2 antag – antagonists of human D2 dopamine receptor. inhibition, % at 10 µM. 2% of 340,000 active. AID 485344. HEK293 TREx D2 cells, calcium flux, dopamine EC80. P14416; in the data active = inhibition above about 30%; note: 0% is about no effect
#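 Dopamine at EC80 is the agonist stimulus; test compounds precede it by 180 s. Calcium flux read kinetically in a force-coupled, inducible HEK293 T-REx D2 cell line.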
# Numbers without * were called inactive; ? = inconclusive; / = not tested or not shown; & = joins results of further samples; [ ] = dose if it differs, or a comment. Unless noted, calls come from the whole dose curve; as a rule, active = well fitted inhibition curve with a large enough effect; inconclusive = small, poorly fitted or top-dose-only effect; inactive = no such curve, though single readings can be large or run the other way.
SMILES,TrxR1 substrate,USP1-UAF1 inh,D2 agonist,TRHR agonist,TRHR PAM,PI4K2A inh,rTrxR1 inhibitor,mIDH1 inhibitor,D2 antag
CN(CC(=O)Nc1cccc(F)c1)C(=O)CCN1C(=O)C2CC=CCC2C1=O (configuration not stated),-2%,1%,-0.9,0.2,1,-2,21%,-14%,-7
CC(=O)N1CCC(N(CCN2CCOCC2)C(=S)Nc2cc(C)ccc2C)CC1,-11%,-6%,/,0.1,2,6,-18%,2%,/
CCN(CC)C(=O)c1cn(-c2cccc(OC)c2)c(=O)c2ccccc12,10%,-14%,0.2,1.4,3,6,42%[activator],15%,-4
CN(C)c1ccc(N/C(=N\S(=O)(=O)c2cccs2)c2ccccc2)cc1,-8%,-21%,-0.3,-2.1,3,-4,11%,-2%,-1
O=C(CSc1nnc(-c2ccncc2)n1-c1ccccc1)Nc1ccc(C(=O)O)cc1,2%[57.1 µM],-20%,-0.4,0.4,-1,-2,9%[57.1 µM],-11%,-12
CC1(C)SC(=S)N(/N=C/c2cccnc2)C1N(O)C(=O)Nc1ccccc1 (configuration not stated),-7%,-18%,-0.6,0.2,2,-2,-2%,13%,-14
COc1ccc(C(CNC(=O)c2ccc(-c3ccccc3)cc2)N(C)C)cc1OC (configuration not stated),4%,-9%,0.5,4.0,10,1,10%,10%,-19
Cc1ccc(C(=O)N/C(=C/c2cccnc2)C(=O)NCc2ccco2)cc1,2%,-12%,0.4,-0.1,5,4,11%,2%,2
CCOC(=O)c1c(NC(=O)COC(=O)c2cccnc2OCC)sc(C(=O)N(CC)CC)c1C,-6%,-33%,/,/,/,4,4%,5%,/
CCN1CCN(Cc2ccc(NC(=O)c3cc(NC(=O)c4nccnc4N)cc(OC)c3)cc2C(F)(F)F)CC1,1%,-20%,-0.8,0.6,4,-3,7%[2.29 µM],-2%[38.3 µM],-10
COc1ccccc1OCc1nc2ccccc2[nH]1,8%,-20%,/,-0.1,-2,-3,13%,0%,/
COc1ccc(-c2nc(-c3cccs3)c(-c3cccs3)[nH]2)cc1OC,30%,-10%,-0.5,-1.0,7,10,37%[57.1 µM],-1%,-12
CCOc1ccc(CCNC(=O)C2CCN(S(=O)(=O)N3CCCCC3)CC2)cc1OCC,-7%,-2%,-1.4,0.1,-7,-4,-2%,-3%,7
CC(C)CN(CCNC(=O)c1cn(C)c2ccc(S(=O)(=O)N3CCCC3)cc2c1=O)CC(C)C,8%&1%,-13%&-4%,0.7&0.4,-0.1&1.3,-5&-2,-3&2,21%&5%,7%&27%,-10
CCCN(CCC)C(=O)Cc1ccc(F)cc1,-3%[57.1 µM],5%,-0.4,0.1,1,3,21%[57.1 µM],5%,18
CCN(CC)S(=O)(=O)c1ccc2oc(SCC(=O)Nc3cc(C)on3)nc2c1,5%,-20%,-1.6,-0.2,14,-4,-1%,1%,13
Cc1ccc(-c2nc3ccc([N+](=O)[O-])cc3[nH]2)cc1,-2%,-11%,0.3,-1.4,2,-4,17%,20%,45*
CC(C)n1nccc1N(Cc1ccc(Cl)cc1)S(=O)(=O)c1ccccc1,9%[57.1 µM],-7%,0.6,0.5,2,-6,20%[57.1 µM],5%,-39
O=C(c1cc(S(=O)(=O)N2CCOCC2)ccc1Cl)N1CCCCC1CO (configuration not stated),0%,?,/,/,/,-6,6%,0%,/
CCOc1ccc(C(=O)N/N=C/c2cc([N+](=O)[O-])cs2)cc1,-5%,-5%,-1.8,-1.6,5,-15,13%,-3%,5
Cc1cc(Cl)ccc1OCCCC(=O)Nc1cccnc1,1%[57.1 µM],-21%,-0.2,-0.3,3,6,28%[57.1 µM],5%,-9
CCOc1cc2sc(N3CCC(C(=O)Nc4ccc(CC)cc4)CC3)nc2cc1Br,3%,-21%,-0.1,0.1,8,2,3%,-4%,/
CCN1C(=C(C#N)C#N)C=Cc2cc(C)ccc21,0%[57.1 µM],-24%,0.6,2.3,2,6,2%[57.1 µM],5%,-2
C#CCOCCOCCOCCNc1nc(N2CCN(C(=O)CCCCCCCCCCNC(=O)Cn3cc(CCCCCN)nn3)CC2)nc(N2CCN(C(=O)CCCCCCCCCCNC(=O)[C@H](CO)n3cc(CCCSC)nn3)CC2)n1,-16%,?,0.7,-0.1,-2,-1,-22%,-10%,2

# A draw from above in order of number of heavy atoms, falling:
SMILES,TrxR1 substrate,USP1-UAF1 inh,D2 agonist,TRHR agonist,TRHR PAM,PI4K2A inh,rTrxR1 inhibitor,mIDH1 inhibitor,D2 antag
CCOc1ccc(CCNC(=O)C2CCN(S(=O)(=O)N3CCCCC3)CC2)cc1OCC,-7%,-2%,-1.4,0.1,-7,-4,-2%,-3%,7
CC(C)n1nccc1N(Cc1ccc(Cl)cc1)S(=O)(=O)c1ccccc1,9%[57.1 µM],-7%,0.6,0.5,2,-6,20%[57.1 µM],5%,-39
CCN1C(=C(C#N)C#N)C=Cc2cc(C)ccc21,0%[57.1 µM],-24%,0.6,2.3,2,6,2%[57.1 µM],5%,-2

# The list continues:
SMILES,TrxR1 substrate,USP1-UAF1 inh,D2 agonist,TRHR agonist,TRHR PAM,PI4K2A inh,rTrxR1 inhibitor,mIDH1 inhibitor,D2 antag
CNc1ncnc(Sc2nc(N)nc3nc[nH]c23)c1[N+](=O)[O-],13%[57.1 µM],-8%,/,/,/,-5,1.3µM*,-1%,/
Cc1ccc(NC(=O)NCCOCCn2c(=O)oc3ccccc32)c(C)c1,-6%,-9%,-0.6,-1.3,1,1,11%,-3%,/
CCc1ccccc1-n1nnc(-c2nc(-c3ccccc3F)no2)c1C,-3%[57.1 µM],8%,0.2,0.5,-5,-1,17%[57.1 µM],-1%,/
CCOC(=O)c1ccc(NC(=O)c2c(C)[nH]c(C(=O)OCC)c2C)cc1,5%,-7%,1.9,-1.0,4,7,17%,6%,4
COc1cccc(-n2nnnc2SCC(=O)Nc2ccc(C(C)=O)cc2)c1,-6%,-11%,-0.5,0.3,-6,0,-4%,5%,14
CCOC(=O)N1CCN(S(=O)(=O)c2ccc3c(c2)OCC(=O)N3)CC1,-4%[57.1 µM],-13%,0.0,-0.2,6,-6,4%[57.1 µM],1%,-6
COc1ccc(C(=O)N2CCN(S(=O)(=O)c3ccccc3)CC2)c(OC)c1,11%,-13%,0.0,-0.2,1,3,5%,-2%,6
O=C(CCCCn1c(=O)c2ccccc2n(CC(=O)Nc2ccc(F)cc2F)c1=O)NCCc1ccccc1,-1%,-11%,0.2,-0.2,-5,1,8%,-1%,/
CC(C)c1ccc(OCC(O)CN2CCCC2)cc1 (configuration not stated),11%,-18%,-1.3,0.4,3,-1,36%,3%,15
CC(C)=CC(=O)Nc1nnc(-c2ccccc2)s1,1%,-14%,1.2,1.0,-3,-1,-6%,11%,22
COc1ccc(NC(=O)CSc2nc3sc4c(c3c(=O)n2-c2ccc(OC)cc2)CCN(C)C4)cc1,-8%,-27%,0.2,0.2,4,1,?,-7%,1
COc1ccccc1NS(=O)(=O)c1cc2c(cc1Cl)NC(=O)CO2,-17%,-16%,-0.3,0.2,-5,-6,-6%,15%,/
COc1ccc(CCNC(=O)COc2cc(=O)n(C)c3ccccc23)cc1OC,7%[57.1 µM],-8%,0.7,-0.3,6,7,8%[57.1 µM],7%,16
COC(=O)c1ccc(CSc2ncnc3c2nnn3-c2ccc(OC)cc2)o1,-1%,-1%,0.6,1.1,2,0,2%,5%,1
CCOC(=O)CCC(=O)N1CCOCCN(C(=O)CCC(=O)OCC)CCOCC1,-8%,-5%,0.4,0.1,2,1,-10%,3%,-9
CC(=O)c1ccc(NC(=O)c2cn(-c3ccccc3)nc2-c2ccncc2)cc1,4%,-23%,0.2,-0.3,2,-9,14%,-7%,-3
Cc1occc1C(=O)N1CCN(C(=O)C2CCCO2)CC1 (configuration not stated),5%,-6%,-0.1,0.3,14,-6,10%,-3%,-4
CCOc1cccc2cc(-c3cn4c(n3)sc3cc(C)ccc34)c(=O)oc12,-2%[57.1 µM],-11%,1.0,0.3,-1,4,17%[57.1 µM],-1%,/
CN(C)C1N(C(=O)c2ccccc2)N=C2c3ccccc3S(=O)(=O)N21 (configuration not stated),4%,-18%,0.8,0.5,7,2,-27%,12%,29
C/C=C(/C)C(=O)OC1CC(C)(C)C[C@H]2C3=CC[C@@H]4[C@@]5(C)CCC(O[C@@H]6O[C@@H](C(=O)O)[C@@H](O)C(O[C@@H]7OC[C@H](O)[C@@H](O)[C@@H]7O[C@@H]7OC(CO)C(O)[C@@H](O)[C@@H]7O)C6O[C@@H]6OC(CO)C(O)C(O)C6O)[C@@](C)(CO)[C@@H]5CC[C@]4(C)[C@]3(C)CC(O)[C@@]12CO (some centres not stated),-2%,?,/,/,/,2,6%,3%,/
CC(C)CN1CCc2nc(Nc3ccc(F)cc3F)ncc2C1,3%[57.1 µM],-3%,0.3,0.4,3,-3,15%[57.1 µM],-7%,/
CC(C)CC(=O)N1CCN(C(=O)c2ccc(F)cc2)CC1,5%,-4%,/,0.7,11,2,29%,-11%,/
O=C(O)c1ccc(NS(=O)(=O)c2cccc(C(=O)Nc3ccc([N+](=O)[O-])cc3)c2)cc1,-8%,-15%,0.6,0.6,2,3,28%[2.29 µM],-13%,5
Cc1ccc(C)c(C(=O)COc2ccccc2[N+](=O)[O-])c1,-13%,-6%,-0.2,-0.1,-7,-2,-16%,7%,-13
O=C(NCc1cccnc1)c1ccc(-c2cc(Cl)ccc2Cl)o1,5%,-21%,-0.8,-2.2,-2,-1,?,15%,50*
CC(=O)NC1(C2CCCCC2=O)CCCCC1 (configuration not stated),-10%,-4%,0.0,-0.1,2,1,-5%,1%,10
CNS(=O)(=O)c1cccc(C(=O)OC2CCOC2=O)c1 (configuration not stated),7%[57.1 µM],-19%,9.4,1.3,-3,2,13%[57.1 µM],7%,25
O=C1C2C3C=CC(C4CC34)C2C(=O)N1CCc1ccccc1 (configuration not stated),-5%,-2%,-0.1,0.3,5,5,-3%,2%,4
O=C(NCC1CCCO1)C(c1ccco1)N(Cc1ccc(F)cc1)C(=O)CN1C(=O)c2ccccc2S1(=O)=O (configuration not stated),7%[0.0914 µM],-9%,3.0,0.6,-7,-5,11%[57.1 µM],-1%,-13
